# Mcl1-Noxa inh: Mcl-1/Noxa interaction inhibition; AID 1022; inhibition, % at 21.7 µM; hit rate 1.5% among 220,000; TR-FRET Mcl-1/Noxa peptide binding, 2 h; Q07820;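 active = compounds that cut the protein-peptide binding signal by more than 50% relative to plate controls in a single-dose test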;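 note: His-tagged Mcl-1 with rhodamine Noxa BH3 peptide and terbium anti-His antibody; 0% = Mcl-1 plus Noxa peptide wells and 100% = peptide-only wells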
# Target sequence (Q07820 whole entry, looked up): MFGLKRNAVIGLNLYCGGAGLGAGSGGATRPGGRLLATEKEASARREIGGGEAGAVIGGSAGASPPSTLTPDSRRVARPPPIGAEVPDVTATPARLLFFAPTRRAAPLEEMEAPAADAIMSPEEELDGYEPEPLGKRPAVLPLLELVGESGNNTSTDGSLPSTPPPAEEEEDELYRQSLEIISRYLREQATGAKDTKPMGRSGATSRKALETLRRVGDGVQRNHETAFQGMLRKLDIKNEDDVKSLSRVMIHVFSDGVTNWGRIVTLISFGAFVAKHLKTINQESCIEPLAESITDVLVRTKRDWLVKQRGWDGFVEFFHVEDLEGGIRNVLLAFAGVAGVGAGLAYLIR
# Bim-Bcl-XL: disrupts Bim peptide binding to human Bcl-XL; Q07817; bead flow cytometry, fluorescence; inhibition, % at 10 µM; hit rate 0.04% among 190,000; AID 1007
# Target sequence (Q07817 whole entry, looked up): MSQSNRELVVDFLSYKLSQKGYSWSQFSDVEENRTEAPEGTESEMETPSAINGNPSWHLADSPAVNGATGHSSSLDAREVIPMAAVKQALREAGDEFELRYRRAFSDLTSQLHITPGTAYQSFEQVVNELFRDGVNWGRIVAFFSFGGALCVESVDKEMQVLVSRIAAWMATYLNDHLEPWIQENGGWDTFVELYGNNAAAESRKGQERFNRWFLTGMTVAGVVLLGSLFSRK
# RGS4-Gao reg: human RGS4-Galphao interaction regulation; hit rate 0.33% among 220,000; AID 1415; Multiplexed bead flow cytometry, RGS4-Galphao binding; actives lie on both sides; binding response (% of control), % at 10 µM; in the data active = binding response below about 49% or above about 150%; inactive = in between;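 note: fluorescent Galphao activated with aluminum fluoride binding bead-coupled RGS4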
# Target sequence (P09471 whole entry, looked up): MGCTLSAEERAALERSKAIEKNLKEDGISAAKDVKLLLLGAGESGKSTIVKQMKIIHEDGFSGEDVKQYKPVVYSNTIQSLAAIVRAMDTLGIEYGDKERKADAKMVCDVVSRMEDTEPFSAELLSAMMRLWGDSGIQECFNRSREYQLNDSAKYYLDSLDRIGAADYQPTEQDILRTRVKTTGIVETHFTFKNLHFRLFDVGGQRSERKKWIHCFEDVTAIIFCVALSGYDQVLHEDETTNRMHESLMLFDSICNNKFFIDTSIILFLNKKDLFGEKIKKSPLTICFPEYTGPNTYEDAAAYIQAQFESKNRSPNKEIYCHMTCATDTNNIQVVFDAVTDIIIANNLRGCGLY
# RGS8-Gao reg: modulates binding of RGS8 to human Galphao; multiplexed bead flow cytometry; actives lie on both sides; hit rate 0.34% among 220,000; P09471; AID 1423; response (percent of control binding), % at 10 µM; in the data active = response below about 60% or above about 140%; inactive = in between;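 note: Galphao activated as the GDP aluminium fluoride complex binding bead-coupled RGS8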
# Bim-Bcl-W: disrupts Bim peptide binding to human Bcl-W; Q92843; bead-based flow cytometry; inhibition, % at 10 µM; hit rate 0.02% among 190,000; AID 952;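 note: 0% = bound tracer without compound and 100% = peptide blocker; higher means less fluorescent Bim peptide bound to Bcl-W beads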
# Mcl1 Bid PPI: disrupts binding of human Mcl-1 to Bid peptide; hit rate 0.97% among 220,000; inhibition, % at 21.7 µM; Q07820; TR-FRET Mcl-1/Bid-Dy647 peptide binding, 1536-well;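 active = compounds that cut the binding signal by more than half at the single screening dose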;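 note: His-tagged Mcl-1 with europium anti-His antibody binding Bid BH3 peptide; 0% = Mcl-1 plus peptide wells and 100% = peptide-only wells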
# Bim-Bcl-2: disrupts Bim peptide binding to human Bcl-2 | Bead-based flow cytometry, Bim peptide-Bcl-2 binding | inhibition, % at 10 µM | hit rate 0.06% among 190,000 | P10415; in the data active = inhibition above about 40%; inconclusive = no clear call, values can overlap the other calls;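 note: 0% = no compound wells with probe peptide and 100% = reference peptide inhibitor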
# RGS7-Gao reg: human RGS7-Galphao interaction regulation | binding response (% of control), % at 10 µM | AID 1439 | hit rate 0.35% among 220,000 | Multiplexed bead flow cytometry, RGS7-Galphao binding; actives lie on both sides; in the data active = binding response below about 49% or above about 150%; inconclusive = no clear call, values can overlap the other calls; inactive = in between;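 note: fluorescent Galphao held in activated GDP-AlF4 state binding bead-coupled RGS7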
# Bim-Mcl-1: inhibitors of Bim-Mcl-1 interaction, human; inhibition, % at 10 µM; hit rate 0.1% among 190,000; AID 1009; Bead-based flow cytometry, Bim peptide-Mcl-1 binding; Q07820;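 note: 0% = no compound tracer wells and 100% = peptide blocker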
# Bim-Bcl-B: disrupts Bim peptide binding to human Bcl-B; hit rate 0.073% among 190,000; inhibition, % at 10 µM; bead-based flow cytometry; AID 951;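 note: 0% = tracer peptide without compound and 100% = reference inhibitor peptide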
# Bfl-1 Bim block: human Bim-Bfl-1 interaction inhibition | Q16548 | Bead-based flow cytometry, Bim-Bfl-1 binding inhibition | inhibition, % at 10 µM | hit rate 0.12% among 190,000;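 note: 0% = wells without compound plus tracer and 100% = blocker peptide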
# Numbers without * were called inactive; ? = inconclusive; . = not tested or not shown. Cut-off read from the data, not from the text of the source, unless noted: active = inhibition above about 40%.
SMILES,Mcl1-Noxa inh,Bim-Bcl-XL,RGS4-Gao reg,RGS8-Gao reg,Bim-Bcl-W,Mcl1 Bid PPI,Bim-Bcl-2,RGS7-Gao reg,Bim-Mcl-1,Bim-Bcl-B,Bfl-1 Bim block
O=C(O)C1CCCN1S(=O)(=O)c1ccc(Br)s1 (centres undefined) (tested in a mixture with another compound),8,6,101,97,-3,-22,0,101,0,-1,0
Cc1ccc(NC(=O)c2sccc2-n2cccc2)c(Cl)c1,6,-2,100,98,-1,-53,-2,103,-2,-6,-6
O=C(O)c1ccc(CSc2ncn[nH]2)cc1,5,-11,104,106,0,16,-10,102,-2,-11,-12
O=S(=O)(c1ccc(NC(=S)N2CCN(c3ccc(O)cc3)CC2)cc1)N1CCOCC1,27,-4,89,95,2,-77,0,102,-4,-24,7
COC(=O)c1ccc(Cl)c(NC(=O)Cc2ccccc2[N+](=O)[O-])c1,15,-7,102,100,-4,1,0,102,-2,-6,-4
CC(=O)c1cccc(NC(=O)CSCc2ccccc2)c1,-5,0,101,103,-3,-11,-3,97,0,-1,-2
CC(C)C1C(C#N)=C(N)Oc2n[nH]c(-c3ccccc3)c21 (centres undefined),4,-2,109,105,4,-13,-9,111,-2,-10,-14
Cc1ccc2nc(-c3cc(N)cc(N)c3)oc2c1,-7,-2,84,93,-5,-87,-1,80,-4,-3,-1
Nc1cc(=O)[nH]c(SCC(=O)Nc2ccc(Br)cc2)n1,21,-1,102,101,0,-19,-6,100,2,-4,-9
COc1ccc(C(O)(CCc2ccccc2)CCN2CCCCC2)cc1 (centres undefined),-7,-6,103,102,-5,-6,-6,104,-2,-3,-6
COC(=O)c1ccc(C(=O)OC)c(NC(=O)CSCc2ccc(Br)cc2)c1,-4,-8,101,103,-1,2,-9,100,-3,-10,-15
O=C(Cc1ccc(F)cc1)N(c1ccc(F)cc1)C1C=CS(=O)(=O)C1 (centres undefined),-2,0,110,106,2,-41,4,112,3,0,8
CN1CCN(C(=O)Nc2ccccc2CC[N+](=O)[O-])CC1,-5,0,93,99,0,-18,0,95,0,-1,-6
O=c1c2ccccc2nnn1CSc1nnc(C2COc3ccccc3O2)n1-c1ccccc1 (centres undefined),3,-12,101,103,2,-16,-6,102,0,-6,-8
CCOC(=O)Nc1nc(-c2ccccc2)c(C(=O)c2ccc(Cl)cc2)s1,-2,-2,101,101,0,20,1,99,2,1,5
COc1ccccc1/C=C/C=N/NC(=O)c1cccs1,10,.,97,98,.,-156,.,?,.,.,.
CCOC(=O)CSc1c(-c2ccc(Cl)cc2)[nH]c2ccccc12,13,-5,100,105,-4,11,-14,103,-4,-5,-12
COc1ccc(N2C(=O)C(F)(F)C2c2ccccc2F)cc1 (centres undefined),0,-4,103,102,0,-9,0,105,-3,-3,-3
CC(C)=C1C(=O)NN(c2ccc(F)c(Cl)c2)C1=O,-8,-1,100,102,0,-10,0,97,0,-2,0
CO/N=C(/CS(=O)(=O)c1ccc(Br)cc1)c1ccc(OC)cc1,4,-9,99,99,0,-27,-9,99,-3,-8,-13
CS(=O)(=O)N(Cc1ccccc1)c1ccc(C(=O)N2CCc3ccccc3C2)cc1,-8,0,99,96,0,-4,0,97,2,0,0
O=C(NCc1ccco1)c1cc(NS(=O)(=O)c2cccc([N+](=O)[O-])c2)ccc1O,17,0,100,103,1,-22,1,98,-1,3,5
COc1cc(CNn2nnnc2N)ccc1OCc1c(Cl)cccc1Cl,13,2,101,100,-1,1,-2,100,0,0,0
Cc1ccc(-n2c(C)cc(/C=N/NC(=O)c3ccncc3)c2C)cc1,15,-2,100,100,0,-2,-2,101,0,-6,-11
CC(=O)Nc1cccc(OC(=O)c2ccoc2C)c1,9,-13,97,97,0,-52,-7,95,13,-8,-6
# The list continues:
SMILES,Mcl1-Noxa inh,Bim-Bcl-XL,RGS4-Gao reg,RGS8-Gao reg,Bim-Bcl-W,Mcl1 Bid PPI,Bim-Bcl-2,RGS7-Gao reg,Bim-Mcl-1,Bim-Bcl-B,Bfl-1 Bim block
Cc1c(CN2CCC(CO)(CCOc3ccccc3)CC2)[nH]c2c(Cl)cccc12,46,-6,101,98,-5,-12,-9,103,-3,-6,-12
Cc1ccc(-c2nc(-c3cccnc3)sc2CC(=O)Nc2ccc(C)c(Cl)c2)cc1,-51,-3,96,99,-1,-57,0,96,-1,-10,0
CCOC(=O)COc1c(C=O)cc(Br)cc1OC,-3,-1,98,102,0,2,-5,99,-1,-7,-12
Cc1ccc(S(=O)(=O)N(C)Cc2ccc(C(=O)N/N=C3\CCCC(=O)C3)cc2)cc1,7,-19,99,103,-19,-83,-7,97,-31,-14,-1
COc1ccc(/C=N/n2c(C)nc3sc(C)c(C)c3c2=O)cc1OC,-3,-3,104,103,-2,-26,-1,100,-1,-5,-5
O=C(c1c(F)cccc1F)N1CCN(c2ncccn2)CC1,2,-3,94,94,2,-8,-6,92,0,-3,-11
CCN(CC)C(=O)c1c([N+](=O)[O-])c(C(C)(C)C)nn1C,2,-1,104,104,1,-23,-2,106,2,0,2
CC1CCC(NC(=O)Cn2cc3c(n2)CCCC3)CC1 (centres undefined),-1,-2,98,97,1,-11,-6,91,0,-10,-9
CN1C(=O)C(N=Nc2ccccc2C(=O)O)N(C)C1=S (centres undefined),39,-1,100,99,-2,53*,2,102,-1,0,-2
Cc1ccc(/C=N/n2cnc3sc(-c4ccccc4)cc3c2=O)o1,13,-1,102,115,3,6,1,105,0,1,2
O=C(NN1CCOCC1)c1cn(-c2ccccc2)nc1-c1cccs1,-6,.,107,104,.,-29,.,?,.,.,.
COc1cccc(C2CC(=O)C3=C(C2)Nc2ccccc2N(C(=O)CCC(=O)O)C3c2ccc(F)cc2)c1 (centres undefined),11,.,98,100,.,1,.,?,.,.,.
Cc1nn(-c2ccc(F)cc2)c2sc(C(=O)O)cc12,16,-8,89,96,-3,0,-13,95,-7,-8,-22
CC1CC(=O)NN=C1c1ccc(NCCO)c([N+](=O)[O-])c1 (centres undefined),9,-2,94,97,2,-11,-4,96,-1,-6,-11
CCOC(=O)N1CCN(CC(O)COc2ccc(OC)cc2C(C)(C)C)CC1 (centres undefined),8,-5,102,102,-1,-30,-2,100,-5,-4,-4
O=C(C1=C[C@H](c2ccc(Br)cc2)C[C@H](OCc2ccc(CO)cc2)O1)N1CCN(Cc2ccc3c(c2)OCO3)CC1,-17,-1,97,101,-2,-5,-3,107,-2,-8,-4
CCCC(=O)Nc1ccc(NC(=O)C2CC2)cn1,3,0,98,99,3,-5,-1,102,2,-5,-9
CC(C)c1c(O)c2c(n(-c3ccccc3)c1=O)CCCC2,8,-8,105,102,-5,-20,-5,109,-5,-6,-7
CCOC(=O)CNC(=O)CSc1nnc(Cn2c(=O)sc3ccccc32)n1C,1,-4,100,102,-3,-3,-8,98,-1,-10,-6
O=C(CC1C(=O)NCCN1Cc1ccc(-c2ccccc2)cc1)NCCc1ccccn1 (centres undefined),-4,-4,101,99,-3,-25,-2,95,-1,-5,-8
Nc1nn2c(-c3ccccc3)cc(=O)[nH]c2c1N=Nc1ccc(Br)cc1,92*,3,100,100,3,36,-2,?,1,3,-2
CCNC(=S)N1CCC(c2nc3ccccc3s2)CC1,5,1,99,100,1,-60,0,98,4,-9,0
CCCC(OC(=O)CN1C(=O)COc2ccccc21)C(=O)NC1CCCC1 (centres undefined),-13,-10,101,100,-4,-5,-11,97,-7,-11,-24
O=C(Cc1ccccc1)N/N=C/c1ccc2c(c1)OCO2,3,-3,80,86,0,-6,-5,82,-2,-5,-9
CCC1(c2ccc(Cl)cc2)NC(=S)N(c2ccc(C)c(C)c2)N1 (centres undefined),26,.,94,97,.,-150,.,?,.,.,.
# Additional results
SMILES,Mcl1-Noxa inh,Bim-Bcl-XL,RGS4-Gao reg,RGS8-Gao reg,Bim-Bcl-W,Mcl1 Bid PPI,Bim-Bcl-2,RGS7-Gao reg,Bim-Mcl-1,Bim-Bcl-B,Bfl-1 Bim block
O=c1[nH]c(O)c(C=Nc2ccc(Cl)cc2Cl)c(=O)[nH]1,1,.,100,98,.,-19,.,?,.,.,.
CCN1CCN(CC(=O)N2N=C(c3cccs3)CC2c2ccc(OC)cc2)C(=O)C1=O (centres undefined),23,-1,101,99,-1,7,1,96,-1,0,0
CCCNC(=O)CSc1nc(COc2ccccc2)nc2ccccc12,-10,-1,105,106,0,-24,-1,108,0,2,-4
Nc1cc(=O)[nH]c(SCc2csc(-c3ccccc3)n2)n1,12,-1,100,101,0,-46,-1,99,0,0,-1
NC(=O)CSc1nnc(Cc2ccc3c(c2)OCO3)o1,-4,2,103,101,0,-23,0,?,0,-5,-4
COc1ccc(C=O)cc1COc1c(F)c(F)cc(F)c1F,28,-7,104,105,-3,-23,-8,102,-5,-8,-16
COc1ccc(-c2c(NC(C)=O)n(C)c3ccccc3c2=O)cc1,3,0,102,101,0,14,0,97,0,2,0
COc1ccc(NC(=O)C(Sc2nnc3ccccn23)c2ccccc2)cc1Cl (centres undefined),0,-2,103,103,-1,-24,-10,103,7,-3,-12
CCN(CC)CCn1c(SCC(=O)NCCC2=CCCCC2)nc2c(sc3ccccc32)c1=O,-1,-4,103,101,-3,-4,-2,102,-2,-7,-5
c1ccc(Cc2nn[nH]n2)cc1,12,-8,99,101,-3,-3,-6,101,-1,-7,-10
Cc1scc(C(=O)N/N=C/c2ccc(OC(C)C)cc2)c1C,-13,-1,101,103,-1,5,-2,97,-6,-1,-3
O=C(CSc1nccn1-c1ccccc1)NCc1ccc(F)cc1,19,0,102,101,-2,-11,-5,103,-2,-3,-6
CCOc1cc(N2CCOCC2)c(OCC)cc1NC(=O)c1ccc(S(=O)(=O)N(C)C)cc1,5,.,100,101,.,-55,.,?,.,.,.
C=C(C)CSc1nc2ccccc2[nH]1,1,-9,106,104,0,-2,-3,106,-5,-6,-1
Cc1ccc(/C=C/c2nc3ccccc3[nH]2)o1,27,-2,100,95,4,-24,4,104,0,-17,13
O=C(NCCCl)Nc1cccnc1Cl,-12,-1,108,114,-3,-33,0,130,1,-6,-10
CCOc1cc(C=O)ccc1OCCCN1C(=O)NC(C)(C)C1=O,4,0,115,112,0,-15,0,113,0,-2,-2
Cc1ccc(-c2noc(-c3cc4ccccc4oc3=O)n2)cc1,-6,-3,102,100,-1,12,-9,96,-3,-9,-17
COc1ccc(C(=O)NC(=O)CSc2nnc(-c3ccco3)n2-c2ccccc2)cc1,15,-3,100,102,-1,-17,2,102,-5,-2,-3
COc1ccc(NC(=S)N2CCN(CCN=CC3=C(O)CC(c4ccccc4)CC3=O)CC2)cc1 (centres undefined),-8,-10,98,104,-6,-57,0,96,-9,-10,-2

# 4 compounds picked at random from those above, as already listed:
SMILES,Mcl1-Noxa inh,Bim-Bcl-XL,RGS4-Gao reg,RGS8-Gao reg,Bim-Bcl-W,Mcl1 Bid PPI,Bim-Bcl-2,RGS7-Gao reg,Bim-Mcl-1,Bim-Bcl-B,Bfl-1 Bim block
C=C(C)CSc1nc2ccccc2[nH]1,1,-9,106,104,0,-2,-3,106,-5,-6,-1
O=C(CSc1nccn1-c1ccccc1)NCc1ccc(F)cc1,19,0,102,101,-2,-11,-5,103,-2,-3,-6
NC(=O)CSc1nnc(Cc2ccc3c(c2)OCO3)o1,-4,2,103,101,0,-23,0,?,0,-5,-4
Cc1scc(C(=O)N/N=C/c2ccc(OC(C)C)cc2)c1C,-13,-1,101,103,-1,5,-2,97,-6,-1,-3

# Compound activity from PubChem.
